# Glyco luc inh: N-linked glycosylation inhibition. D54 ERlucT glycosylation luciferase reporter, 24 h; percent of 100 nM tunicamycin response. AID 588692. hit rate 0.23% among 360,000. reporter increase, % at 12.5 µM;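 active = mean luciferase reporter signal, scaled so untreated is 0 and the glycosylation-blocking control 100, at or above a set limit in every replicate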;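 note: luciferase carries N-glycosylation sites so blocking glycosylation raises the light; 0% = median of neutral control wells and 100% = median of 100 nM tunicamycin wells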
# ABCB6 inh MLPCN: blocks the human ABCB6 transporter; fluorescence ratio to DMSO, % at 10 µM; K562-ABCB6 porphyrin accumulation, flow cytometry, 1 h; hits give low values; AID 602162; hit rate 0.19% among 360,000; Q9NP58;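 active = fluorescence ratio to DMSO below 75%, the collection mean minus 3 SD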;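 note: signal is porphyrin accumulated inside mitochondria; 100% equals median channel fluorescence of DMSO control wells; lower ratio means ABCB6 inhibition with less porphyrin fluorescence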
# NOD2 RIPK2 PPI: inhibitors of human NOD2-RIPK2 interaction | CHO BLA complementation NOD2-RIPK2, CCF4 ratio | inhibition, % at 4.98 µM | hit rate 0.38% among 360,000 | AID 624267 | O43353; in the data active = inhibition above about 21%;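 note: 0% = vehicle only and 100% = reference blocker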
# aDG glyco act: increases alpha dystroglycan glycosylation; Pro5-aDG cells, alpha-DG glycosylation AlphaScreen (IIH6); 0% Pro5, 100% B10-LARGE cell signal; activation, % at 10 µM; hit rate 0.22% among 360,000; AID 624168;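 active = activation of at least 8% versus controls, or a plate z-score of at least 8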;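 note: Pro5 are CHO cells carrying HIG-tagged alpha-DG that lacks glycosylation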
# MC4R antag cAMP: blocks human MC4R cAMP signaling | MC4R-expressing cells, MTII-stimulated cAMP, LANCE TR-FRET | inhibition, % at 6.5 µM | hit rate 0.48% among 360,000;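 active = inhibition above its plate's cutoff, the mean of tested wells on that plate plus 3 SD, cut at about 29% in these data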;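 note: 0% = Melanotan II alone and 100% = Melanotan II plus saturating MCL0020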
#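 Assay system: human MC4R-expressing U2OS cells; reagent: Melanotan II stimulation of cells; dosing: 6.5 µM single dose; timing: compound 30 min, challenge 1 h, detection 1 h; signal: TR-FRET cAMP assay; replicates: one well per compound, no replicates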
# TLR9-MyD88 inh: inhibitors of human TLR9-MyD88 binding | Q9NR96+Q99836 | CHO BLA complementation TLR9-MyD88, CCF4 FRET ratio | inhibition, % at 4.98 µM | hit rate 0.21% among 340,000;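 active = inhibition above the mean over all tested compounds plus 3 SD, cut at about 21% in these data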;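 note: 0% = DMSO only wells and 100% = clavulanate BLA inhibitor control wells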
# Target sequence (Q99836 whole entry, looked up): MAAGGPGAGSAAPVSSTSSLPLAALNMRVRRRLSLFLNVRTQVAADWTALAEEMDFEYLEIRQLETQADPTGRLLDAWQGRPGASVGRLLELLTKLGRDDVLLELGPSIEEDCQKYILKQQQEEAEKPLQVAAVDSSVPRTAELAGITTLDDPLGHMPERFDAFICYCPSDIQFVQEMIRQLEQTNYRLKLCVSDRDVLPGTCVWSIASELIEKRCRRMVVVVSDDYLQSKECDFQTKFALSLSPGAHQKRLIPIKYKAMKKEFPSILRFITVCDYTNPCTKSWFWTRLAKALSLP
# Target sequence (Q9NR96 whole entry, looked up): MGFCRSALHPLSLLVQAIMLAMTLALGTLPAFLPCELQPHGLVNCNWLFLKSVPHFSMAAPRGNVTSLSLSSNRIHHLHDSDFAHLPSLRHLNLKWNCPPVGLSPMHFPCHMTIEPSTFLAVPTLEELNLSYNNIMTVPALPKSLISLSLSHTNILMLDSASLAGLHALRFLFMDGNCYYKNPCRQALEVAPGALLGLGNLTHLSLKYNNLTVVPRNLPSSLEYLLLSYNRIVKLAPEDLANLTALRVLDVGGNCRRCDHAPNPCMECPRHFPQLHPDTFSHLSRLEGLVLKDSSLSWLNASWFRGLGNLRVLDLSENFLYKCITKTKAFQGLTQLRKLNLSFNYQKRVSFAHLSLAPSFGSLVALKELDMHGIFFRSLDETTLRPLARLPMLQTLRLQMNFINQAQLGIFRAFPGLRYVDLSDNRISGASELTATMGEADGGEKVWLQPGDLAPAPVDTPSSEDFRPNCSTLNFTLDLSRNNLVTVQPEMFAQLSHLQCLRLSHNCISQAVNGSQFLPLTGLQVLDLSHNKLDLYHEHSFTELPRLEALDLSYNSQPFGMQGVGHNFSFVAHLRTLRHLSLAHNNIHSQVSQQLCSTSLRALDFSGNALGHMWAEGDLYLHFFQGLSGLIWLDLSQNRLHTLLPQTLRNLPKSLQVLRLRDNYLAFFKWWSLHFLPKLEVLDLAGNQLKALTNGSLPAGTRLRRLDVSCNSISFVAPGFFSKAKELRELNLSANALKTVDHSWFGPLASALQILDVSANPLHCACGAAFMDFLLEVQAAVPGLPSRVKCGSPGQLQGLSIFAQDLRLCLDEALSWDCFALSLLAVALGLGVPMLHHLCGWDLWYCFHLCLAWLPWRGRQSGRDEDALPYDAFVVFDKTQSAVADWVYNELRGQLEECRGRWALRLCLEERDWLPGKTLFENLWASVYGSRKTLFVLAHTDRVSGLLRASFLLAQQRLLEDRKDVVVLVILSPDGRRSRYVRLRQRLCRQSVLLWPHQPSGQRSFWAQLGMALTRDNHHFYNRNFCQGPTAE
# ABHD5-PLIN5 inh: inhibitors of human ABHD5-perilipin-5 interaction | Split G. princeps luciferase complementation, luminescence, 4 h | inhibition, % at 4 µM | hit rate 0.78% among 360,000 | Q00G26+Q8WTS1;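 active = inhibition above the mean inhibition across every tested compound plus 3 SD, cut at about 22% in these data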;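 note: 0% = DMSO only wells and the 100% control is not disclosed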
# MC4R ag barr: agonists of human melanocortin 4 receptor (MC4R) beta-arrestin; activation, % at 8.9 µM; U2OS MC4R beta-arrestin complementation, luminescence; percent of melanotan II response, DMSO zero; AID 540308; hit rate 0.98% among 360,000;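 active = activation above a per-plate cutoff, the mean activation of sample wells on that plate plus 3 SD, cut at about 8% in these data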
# Granule exo inh: blocks lytic granule exocytosis; TALL-104 LAMP-1 surface exposure, flow cytometry; cells stimulated with thapsigargin and PMA; inhibition, % at 10 µM; hit rate 0.66% among 360,000;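 active = inhibition above about 55%, limit read from the data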
# Vif inh: inhibitors of HIV Vif. HEK293T cells, Vif self-association by quenched fluorescence, imaging, 24 h. inhibition, % at 7.49 µM. hit rate 0.35% among 340,000; in the data active = inhibition above about 50%, passing the limit was not always enough; note: some results filed as inactive read as strong as hits
# Starred values were filed as active, the others as inactive; nt = no result given.
SMILES,Glyco luc inh,ABCB6 inh MLPCN,NOD2 RIPK2 PPI,aDG glyco act,MC4R antag cAMP,TLR9-MyD88 inh,ABHD5-PLIN5 inh,MC4R ag barr,Granule exo inh,Vif inh
CC(C)(C)NC(=O)CN(C(=O)C1CSC(=O)C1)c1ccc2c(c1)OCCO2 (configuration not stated),-6,95,-2,0.0,3,-2,-1,-0.9,1,-5
O=C(NCc1cccc(Cl)c1)c1cccc(S(=O)(=O)N2CCCCC2)c1,-2,97,1,0.4,13,-8,-1,-2.7,6,-6
O=C(COC(=O)c1cccs1)Nc1cccc(S(=O)(=O)N2CCOCC2)c1,-3,95,4,-0.1,16,-6,3,1.5,-1,-23
COc1ccc(-c2cc(C(=O)OC3CCOC3=O)c3ccccc3n2)cc1OC (configuration not stated),0,92,-5,2.6,2,10,5,-1.3,2,-11
CC(C)Oc1ccc(C(=O)Nc2cc(=O)n(C)c(=O)n2C)cc1,3,101,-2,-0.3,13,4,5,-0.4,-1,-7
CCCN(CCC)CC(O)COc1ccc([N+](=O)[O-])cc1 (configuration not stated),3,98,-12,0.0,10,-3,3,-0.5,-2,11
CCN(CC)S(=O)(=O)c1cccc(C(=O)OC2CC(C)OC2=O)c1 (configuration not stated),1,91,-2,-0.1,21,-11,0,-0.8,12,3
Cc1cc(NC(=O)CS(=O)(=O)c2ccc(Cl)cc2)no1,3,100,-6,-0.2,1,-20,-7,2.3,-2,9
C=CCN(CC=C)CC(O)Cn1c2ccccc2c2ccccc21 (configuration not stated),-4,92,3,1.5,6,-14,5,4.0,-3,2
Cn1c2c(c(=O)n(C)c1=O)CN(Cc1ccco1)CN2,2,98,0,0.2,0,-11,5,1.7,1,6
O=C(O)COCc1nc2ccccc2[nH]1,2,93,0,0.1,2,10,3,-1.9,0,-4
COc1ccc(Nc2ncnc3c2oc2ccccc23)cc1,0,105,0,0.2,1,5,-2,0.0,0,-5
COC(=O)c1ccc(/C=C/c2c(-c3ccsc3)oc3ccc(N4CCOCC4)cc23)cc1,0,95,-6,0.9,-3,0,1,1.1,9,11
Cc1c(C#N)c(NC(=O)CCl)n(Cc2ccc(F)cc2)c1C,9,114,2,1.3,16,0,4,-2.5,-4,16
Cc1nn(-c2ccccc2)c(C)c1/C=C/C(=O)OCC(=O)Nc1ncc(Cl)cc1Cl,-1,111,2,0.3,-1,4,-3,0.8,2,7

# A run of entries of the results above, for reference:
SMILES,Glyco luc inh,ABCB6 inh MLPCN,NOD2 RIPK2 PPI,aDG glyco act,MC4R antag cAMP,TLR9-MyD88 inh,ABHD5-PLIN5 inh,MC4R ag barr,Granule exo inh,Vif inh
Cc1c(C#N)c(NC(=O)CCl)n(Cc2ccc(F)cc2)c1C,9,114,2,1.3,16,0,4,-2.5,-4,16
Cc1nn(-c2ccccc2)c(C)c1/C=C/C(=O)OCC(=O)Nc1ncc(Cl)cc1Cl,-1,111,2,0.3,-1,4,-3,0.8,2,7

# The results go on:
SMILES,Glyco luc inh,ABCB6 inh MLPCN,NOD2 RIPK2 PPI,aDG glyco act,MC4R antag cAMP,TLR9-MyD88 inh,ABHD5-PLIN5 inh,MC4R ag barr,Granule exo inh,Vif inh
CSc1cccc(CN2CCCC(C(=O)Nc3cccc(-n4cccn4)c3)C2)c1 (configuration not stated),0,98,7,0.0,-3,13,9,-1.1,21,-6
O=C(COC(=O)c1cccs1)Nc1cccc(S(=O)(=O)N2CCCCC2)c1,1,97,4,0.0,4,-7,4,-1.6,-5,-8
Cc1ccc(NC(=O)Nc2cc(Cl)ccc2C2COC(=O)C2=N)cc1 (configuration not stated),-1,95,3,0.0,21,-4,-1,4.0,-1,nt
CCn1c(=S)sc2nc(C)sc21,0,102,-3,0.2,-11,4,-7,-0.4,3,nt
CC1(C)CC2(CCO1)CNC(=O)O2 (configuration not stated),2,96,-1,0.1,0,-2,0,1.1,-3,7
CCOc1ccccc1N=Cc1c(O)c2ccccc2oc1=O,2,94,5,-0.1,-4,-10,-7,-0.3,-1,3
COC(=O)C1=CN(Cc2ccc(C)cc2)C=C(C(=O)OC)C1c1cc(OC)c(OC)c(OC)c1,1,102,-4,1.3,-30,-10,2,0.6,3,-3
CCN(C(=O)COC(=O)CCc1c[nH]c2ccccc12)c1c(N)n(Cc2ccccc2)c(=O)[nH]c1=O,2,96,0,0.1,7,3,0,-2.6,-7,13
Cc1ccc(C)c(N2CN(CCC3=CCCCC3)CNC2=S)c1,-3,95,-2,0.5,4,0,3,-1.9,5,6
CCc1nc(SCC(=O)Nc2ccc(N(CC)CC)cc2)n[nH]1,2,91,-10,0.1,7,-1,5,-0.8,3,2
CCN(c1ccccc1)S(=O)(=O)c1ccc(OC)c(NC(=O)CN(C)C)c1,2,100,-2,-0.1,-2,3,3,1.5,-2,0
Cc1cccc(Nc2nnc(SCC3CCCCO3)s2)c1 (configuration not stated),3,99,-6,0.4,17,-2,-1,0.5,3,4
CCC(=O)N1CCN(C(=O)c2ccccc2)CC1,1,96,-6,-0.1,7,6,-5,-0.3,-4,18
Cc1ccc(Cn2c(=O)c3c(nc4n3CCCN4Cc3ccccc3)n(C)c2=O)cc1,4,94,-17,-0.2,2,1,1,-0.9,2,-6
CCC(C)N(C(=O)COC(=O)CNC(=O)c1ccccc1F)C1CCS(=O)(=O)C1 (configuration not stated),1,100,-7,0.6,19,2,-8,-0.1,-2,-8
O=C(NCCCN1CCOCC1)c1nn(-c2ccccc2)c(=O)c2ccccc12,1,97,5,-0.2,3,3,10,-0.9,3,21
CC(C)C(=O)c1ccc(O)c(O)c1,3,94,-18,0.0,1,-5,6,0.0,3,3
COc1ccc(Nc2cc(Nc3ccc(OC)cc3)ncn2)cc1,1,101,7,-0.1,19,4,2,7.4,-7,-1
Cc1ccc(CNc2nc3ccccc3n3nnnc23)cc1,-1,99,2,0.0,-8,-6,-3,1.0,-3,nt
Cc1csc(SCC(=O)Nc2ccccc2[N+](=O)[O-])n1,0,99,-6,-0.3,0,-2,3,-1.5,7,1
Cn1nnc(NC(=O)c2cccc(F)c2)n1,-1,103,6,-0.1,7,-10,6,-1.4,-1,-3
CCOc1ccc(N2CC(C(=O)NCCc3ccc(F)cc3)CC2=O)cc1 (configuration not stated),1,104,-7,0.3,10,-1,1,-0.7,4,-15
CCOC(=O)C1=C(C)NC(C)=C(C(=O)OCC)C1c1cn(-c2ccccc2)nc1-c1ccco1,0,98,3,-0.2,12,6,-7,1.2,1,-4
COCCNC(=O)c1cc(-c2ccccc2)sc1N,nt,nt,-15,0.0,nt,nt,28*,nt,13,nt
C/C(=N/NC(=O)c1cnccn1)c1ccncc1,1,89,0,0.3,-2,3,-3,-1.1,0,-5
Nc1nnc(SCC(=O)Nc2ccc(F)c(Cl)c2)n1-c1ccccc1,1,90,1,-0.3,1,0,4,-1.3,5,-2
Cc1c(C(=O)N2CCCCCC2)nnn1-c1nonc1N,0,101,1,-0.2,2,-3,1,2.0,-7,-10
Cc1cc(C)c(NC(=S)N(Cc2cccnc2)Cc2ccco2)c(C)c1,-1,96,-1,0.4,0,3,0,-0.9,-2,-8
CCn1c2ccccc2c2cc(NC(=O)c3coc(=O)c(Br)c3)ccc21,10,158,-3,-0.1,0,nt,-1,-0.1,4,4
COC(=O)c1cccc(Nc2ncnc3ccc(C)cc23)c1,-1,92,-9,0.1,-5,1,1,-1.6,1,0
NC(=O)NCC(=O)N1CCC(C(O)(c2ccccc2)c2ccccc2)CC1,1,97,-4,-0.1,5,-7,-4,-0.4,-6,8
C[C@@H]1CN([C@@H](C)CO)C(=O)CCCn2nncc2CO[C@@H]1CN(C)C(=O)Nc1ccccc1,1,103,-4,-0.3,9,-1,-4,1.7,0,14
O=C(COC(=O)c1ccc(NS(=O)(=O)c2ccc(F)c(F)c2)cc1)NCC1CCCO1 (configuration not stated),1,99,6,0.3,0,11,-1,-0.4,21,8
Cc1cccc(OCC(=O)Nc2ccc(NC(=O)c3ccco3)c(C)c2)c1,1,94,8,0.0,13,-5,1,-2.4,-3,11
CC1=C(C(=O)c2ccccc2)C(c2ccc(N3CCOCC3)cc2)NC(=O)N1 (configuration not stated),-1,219,-8,-0.4,-5,-2,11,0.1,2,-2
COc1cc(OC)cc(C(=O)Nc2nc(CC(=O)NC(C)c3ccccc3)cs2)c1 (configuration not stated),-1,99,-9,0.5,2,-6,-7,-0.8,-8,-3
CCOC(=O)c1ccc(N2CCOCC2)c(NC(=O)c2c(-c3ccccc3)noc2C)c1,18,100,-2,0.0,0,nt,4,1.1,-2,22
CNC(=O)C1CCN(S(=O)(=O)c2c(C)noc2/C=C/c2ccc(C)cc2)CC1,0,98,-1,-0.2,6,-4,-6,0.1,1,9
Cn1cnnc1Sc1cc(N2CCN(S(=O)(=O)c3ccc(Cl)c(Cl)c3)CC2)ccc1[N+](=O)[O-],1,93,-6,1.9,15,0,20,1.5,-2,-10
CC(C)CN(C(=O)COC(=O)c1c(Cl)ccc(Cl)c1Cl)C1CCS(=O)(=O)C1 (configuration not stated),-1,92,-8,-0.1,-1,-4,-2,0.0,-4,-3
CC(C)c1ccc(NC2CCCN(C(=O)CN3CCCC3=O)C2)cc1 (configuration not stated),3,99,-3,0.0,10,-15,4,-0.2,0,14
CC(C)c1nc(SCC(=O)Nc2cccc(S(N)(=O)=O)c2)n[nH]1,0,95,-7,0.2,5,-3,-1,-0.1,-1,nt
O=C(NCc1cccs1)c1cccc2c(-c3ccc(F)c(F)c3)coc12,-4,101,0,0.4,-3,nt,1,-2.0,6,-12
C=C(C)[C@@H]1CC[C@]2(C(=O)O)CC[C@]3(C)C(CCC4[C@@]5(C)CC[C@H](O)C(C)(C)C5CC[C@]43C)C12 (some centres not stated),9,98,-11,0.3,8,6,1,-0.1,-4,-5
CCN1CCN(c2cc(SC(C)C)nc(-c3ccc(OC)cc3)n2)CC1,-4,120,-5,2.6,1,-5,20,-1.8,6,13
COc1cc2c(cc1OC)CN(CC(=O)Nc1ccc(S(=O)(=O)N(C)C)cc1)CC2,-1,100,-5,-0.4,7,-3,-1,-0.1,-4,-8
Cc1ccc(S(=O)(=O)NC(=O)COc2ccccc2C)cc1,2,101,-6,0.1,5,-4,1,-0.7,0,27
O=S(=O)(NCc1ccccc1)NCc1ccccc1,0,101,-4,-0.2,7,-2,3,0.2,3,8
COc1cc(/C=C2\SC(c3ccc(C)cc3)=NC2=O)cc(OC)c1OC,1,108,-3,0.0,12,-5,-14,-1.5,-9,-2
CCOC(=O)c1cnc2sc3c(n2c1=O)CCCC3,-3,92,-2,1.4,10,-11,-2,-1.1,-1,-21
COc1cccc(Nc2nc3ccccc3c(=O)[nH]2)c1,-3,101,7,-0.2,13,3,2,-2.0,-1,6
CCc1nc2ccc(C(=O)Nc3cccc(OCC(=O)N(C)C)c3)cn2c1N(C)C(=O)c1cccc(OC)c1,2,97,-6,-0.3,2,nt,2,1.1,-2,-2
COc1ccc(S(=O)(=O)Nc2ccc3c(c2)OCO3)cc1C,3,97,-9,0.0,0,-10,0,0.0,-1,-9
CN(C)c1ncc(S(=O)(=O)c2ccc(Cl)cc2)c(-c2ccc(Cl)cc2Cl)n1,-8,99,-12,0.7,6,3,1,-0.6,1,19

# Screening data (PubChem)

# An excerpt (hit frequency here may not be typical).
